AID inh: Primary qHTS assay for inhibitors of Activation Induced Cytidine Deaminase (AID): AID signal; Single-stranded DNA cytosine deaminase (Homo sapiens), Q9GZX7; Potency, µM (titrated, usually from 115 µM), for inactives: top-dose activity change, negative = inhibition, hits mostly inhibitors; 0.32% of 91,000 active; AID deamination FRET fluorescence, UDG-coupled, 4 h; note: nearly all actives have a fitted effect of over 25% in size
Target sequence (Q9GZX7 whole entry, looked up): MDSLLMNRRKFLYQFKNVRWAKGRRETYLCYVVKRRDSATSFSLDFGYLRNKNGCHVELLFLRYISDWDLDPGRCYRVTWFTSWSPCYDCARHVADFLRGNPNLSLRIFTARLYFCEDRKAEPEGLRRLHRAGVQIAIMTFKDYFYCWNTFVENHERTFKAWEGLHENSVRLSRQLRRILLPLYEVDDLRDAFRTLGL
UDG counterscr: Primary qHTS assay for inhibitors of Activation Induced Cytidine Deaminase (AID): UDG Counterscreen signal. FRET deamination/UDG coupled assay, UDG read, 4 h. Potency, µM (top dose mostly 115 µM), inactives show at the top dose activity change, negative = inhibition, usual class: inhibitors. Uracil-DNA glycosylase. 0.14% of 91,000 active; note: nearly all actives have a fitted effect of over 65% in size
An asterisk follows results filed as active; ? = inconclusive; [ ] = remark or other dose. Calls come from the whole dose curve; as a rule, active = well fitted curve in the direction sought with a large enough effect; inconclusive = small, poorly fitted or top-dose-only effect, or another doubt; inactive = no such curve, though single readings can be large; an effect the other way counts as inactive or inconclusive. % is set by controls: 0 for no effect and ±100 for the full control effect; potency is the fitted concentration of half-maximal effect. An excerpt; rates above refer to the full screens.

SMILES	AID inh	UDG counterscr
CN(C)C(CNC(=O)c1cc(=O)c2cc(Cl)ccc2o1)c1ccco1 (stereo not drawn)	-5%	-7%
CCOc1ccc(-n2c(SCC(=O)c3ccccc3)nc3c([nH]c4ccccc43)c2=O)cc1	-16%	-8%
COc1ccc2c(c1)sc1ncc(C(=O)NCc3cccc(Cl)c3)c(=O)n12	-14%	-11%
COc1ccc2nc(NC(=O)c3nc(S(=O)(=O)Cc4ccccc4F)ncc3Cl)sc2c1	3%	-1%
C#CCNC(=O)NC(CC(C)C)c1ccccc1 (stereo not drawn)	-2%	3%
CCOc1ccc(NS(=O)(=O)c2ccc3[nH]c4c(c3c2)CCCC4)cc1	4%	-13%[57.5 µM]
CS(=O)(=O)c1oc(-c2ccc(F)cc2)nc1S(=O)(=O)c1ccc(Cl)cc1	-4%	10%
CCC(Cn1nnc2ccccc2c1=O)NC(=O)Nc1cc(Cl)ccc1OC (stereo not drawn)	-23%	4%
Cn1nc(C(=O)OCCOc2ccc(Cl)cc2)c2ccccc2c1=O	-16%	0%
COc1ccc(NC(=O)c2ccc3c(c2)nnn3C2CCCC2)cc1Cl	4%	-5%
Cc1cc(C(=O)Nc2ccc3c(c2)CCC3)c(C)s1	14%	-3%
Cc1n[nH]c(=O)c2c(NC(=O)CSc3nnc(C4CC4)n3Cc3ccccc3)oc(C)c12	12%	6%
Cc1ccc(/C=C/C(=O)c2c(C)nc3ccc(Br)cc3c2-c2ccccc2)o1	11%	-9%
Cc1ccc(S(=O)(=O)NCc2c(C)nn(Cc3ccccc3)c2C)cc1	-3%	-5%
Cc1ccc(C)c(NC(=O)c2ccc3c(c2)CCC3)c1	-3%	-11%
COc1ccc2c(c1)c1c(c(=O)n(-c3ccc(C)cc3)c(=O)n1CC(=O)c1ccc(Cl)cc1)n2C	4%	2%
CN=c1scc(-c2ccccc2)n1/N=C/c1ccsc1	-14%	0%
COC(=O)c1ccc(Oc2coc3cc(OS(C)(=O)=O)ccc3c2=O)cc1	-8%	-1%
O=S1(=O)CCN2C(c3ccccc3Cl)=CSC2=N1	-16%	?
COc1cccc(CNS(=O)(=O)c2ccc3c(c2)N(C(C)=O)CCO3)c1	2%	5%
COC(=O)c1c(NC(=O)COc2ccc(C)cc2Br)sc2c1CCCC2	-7%[57.5 µM]	-4%[57.5 µM]
O=C(C1CCN(S(=O)(=O)c2cccc3nonc23)CC1)N1CCN(c2ccccc2)CC1	2%	0%
Cc1ccc(S(=O)(=O)n2cnc3cc(C)c(C)cc32)cc1C	1%	-2%
CCOc1cccc2sc(N(Cc3cccnc3)C(=O)c3ccc(C#N)cc3)nc12	-23%	7%
Cc1ccc(-c2nc(CS(=O)CC(=O)N3CCN(c4ccc(F)cc4)CC3)c(C)o2)cc1 (stereo not drawn)	-21%	-10%

The closing 2 records of the part before open the next one.
SMILES	AID inh	UDG counterscr
CCOc1cccc2sc(N(Cc3cccnc3)C(=O)c3ccc(C#N)cc3)nc12	-23%	7%
Cc1ccc(-c2nc(CS(=O)CC(=O)N3CCN(c4ccc(F)cc4)CC3)c(C)o2)cc1 (stereo not drawn)	-21%	-10%
O=C(NC1(C(F)(F)F)C(=O)Nc2c1c(=O)[nH]c(=O)n2CCc1ccccc1)c1ccc(Cl)cc1Cl (stereo not drawn)	13%	10%
CC(C)(O)C#Cc1ccc(C2NCCS2)cc1 (stereo not drawn)	-3%	-9%
COc1ccc(Cn2ccc3nc(C)c(C(=O)Nc4ccc(F)cc4)cc3c2=O)cc1	15%	1%
COC(=O)c1cc2occc2n1Cc1cccc(C)c1	-12%	-12%
COc1ccc(NC(=O)c2c(NC(=O)c3ccncc3)sc3c2CCC(C(C)(C)C)C3)cc1 (stereo not drawn)	-4%[57.5 µM]	-6%[57.5 µM]
CCc1ccccc1NC(=O)N1CCc2c([nH]c3ccccc23)C1c1ccc(C)cc1 (stereo not drawn)	-4%	-5%
COc1ccc(-c2nc(CSc3nc4ncccc4[nH]3)c(C)o2)cc1OC	37%[activator]	-5%[57.5 µM]
O=C(Nc1ccccc1C(F)(F)F)n1ncc2cc(Cl)ccc21	2%	7%
O=C(Cn1nc(N2CCN(c3ccccc3)CC2)ccc1=O)NC1CCCCCCC1	-12%	-9%
Cc1ccsc1CNS(=O)(=O)c1cccs1	3%	1%
COc1ccc(NC(=O)c2cc(C)nc3c2c(C)nn3-c2cccc(Cl)c2C)c(OC)c1	4%	0%
COc1ccc(N2C(=O)CCSC23C(=O)N(Cc2ccc(F)cc2)c2ccccc23)cc1Cl (stereo not drawn)	?	51%[activator]
COc1ccc(-c2cn3nc(N4CCC(C(=O)Nc5cc(Cl)ccc5OC)CC4)sc3n2)cc1	1%	-17%
Cc1ccc(NC(=O)Cn2nnc(C(=O)NCCc3ccccc3)c2N)cc1C	-5%	1%
CCOC(=O)C1CCN(C(=O)Cn2ncc3c4ccccc4n(Cc4ccc(F)cc4)c3c2=O)CC1	1%	5%
COc1ccc(N(CC(=O)N2CCN(c3cccc(OC)c3)CC2)S(=O)(=O)c2c(C)noc2C)cc1	?	-17%
O=C(Nc1ccccc1)C1CCN(S(=O)(=O)c2ccc3c(c2)CCCN3C(=O)C2CCC2)CC1	?	-1%
CCOc1ccc(C(=O)Nc2ccc3nc(SCc4ccccc4)sc3c2)cc1	0%	-11%
Cc1cc(Cl)cc(C)c1OCC(=O)NCCc1nnc2ccccn12	-1%	-14%
Cc1cc(=O)n2nc(N3CCC(C(=O)NCc4ccc(F)cc4)CC3)sc2n1	76%[activator]	1%
CC(C)CN(c1ccccc1)S(=O)(=O)c1nnc(NC(=O)c2ccco2)s1	?	-1%[57.5 µM]
CC(NC(=O)c1nn(C)c2c1CSc1ccccc1-2)c1ccccc1 (stereo not drawn)	?	-20%[57.5 µM]
O=Cc1ccc(Sc2ccccc2)o1	-14%	-2%
O=Cc1c(-c2ccccc2)c(C=O)n2ccccc12	103%[activator]	-4%
O=S(=O)(c1ccc(Cl)cc1)c1nc(-c2cccc(Br)c2)oc1NCc1ccccc1	-1%[57.5 µM]	-3%[57.5 µM]

Carrying on:
SMILES	AID inh	UDG counterscr
CCCCCCNC(=O)c1c[nH]c2ccc(S(=O)(=O)N(C)c3ccc(C(C)C)cc3)cc2c1=O	-25%	-24%
Cn1c(=O)c2c(nc(N3CCOCC3)n2Cc2ccccc2)n(C)c1=O	-2%	-2%
CC(=O)c1ccc(OC(C)C)c(CN2CCCCC2)c1	-9%	-15%
COc1ccc2cc(C(=O)O)nnc2c1	-2%	-10%
COc1ccc(NC(=O)CSc2nc(-c3ccc(OC)c(OC)c3)[nH]c2-c2ccc(C)cc2)cc1	-19%	-4%
COc1ccc(NC(=O)CCS(=O)(=O)c2ccc3nc(C)sc3c2)cc1Cl	-3%	0%
Nc1cccc(OC2CCCC2)c1	-1%	0%
Cc1cc(C)c(Nc2ncnc3c2cnn3C)c(C)c1	6%	4%
COc1cc(NC(=O)c2nc3ccccc3n(C)c2=O)cc(OC)c1OC	37%[activator]	7%
O=C(Cn1c(=O)cc(C(=O)N2CCCC2)c2ccccc21)Nc1ccccc1F	0%	0%
O=C(Nc1ccc(Br)cn1)C12CC3CC(CC(C3)C1)C2	-5%	0%
CCOC(=O)c1ccc(N2CCN(c3cc(C)ccc3C)CC2)c(NC(=O)Nc2ccc(CC)cc2)c1	17%	11%[57.5 µM]
COc1cccc(Cc2nc3ccccc3nc2SCC(=O)N2CCCc3ccccc32)c1	?	-8%
COCCNS(=O)(=O)c1cc(-c2nn3c(C)nnc3c3ccccc23)ccc1C	0%	10%
CC1C(=O)N2CCCc3cc(S(=O)(=O)N4CCC(C(N)=O)CC4)cc1c32 (stereo not drawn)	21%	?
CCc1ccc(-c2cc(C(F)(F)F)n3ncc(C(=O)NCc4cn(CC)nc4C)c3n2)s1	-16%	4%
CN1CCC(N(C)C(=O)c2ccc(C(F)(F)F)cc2)CC1	0%	-2%
Cc1ccc(CNc2nc(-c3ccco3)nn2S(C)(=O)=O)cc1	2%	-5%
O=C(COCc1cc(-c2ccc3c(c2)OCO3)on1)NCc1ccccc1Cl	-25%	0%
CCOC(=O)N/N=C1\c2ccccc2C2(O)NC(=O)NC12O (stereo not drawn)	54%[activator]	-16%
FC(F)(F)c1cc(-c2ccccc2)nc(SCc2ccccn2)n1	-21%	-15%
CC(C)c1ccc(CCNC(=O)c2cccc3cccnc23)cc1	-18%	-8%
COc1ccc(NC(=O)c2ccc(-c3nc(CSc4ccccc4)c(C)o3)cc2)c(OC)c1	20%	-28%
C1=CCC(CN2CCN(Cc3ccco3)CC2)CC1 (stereo not drawn)	16%	13%
Cc1ccc(S(=O)(=O)Nc2cc3c(cc2C)n(C)c(=O)c(=O)n3C)c(C)c1	-3%	-2%

New compounds follow.
SMILES	AID inh	UDG counterscr
c1ccc(C2=Nn3c(nnc3-c3ccccn3)SC2)cc1	-2%	-9%
Cc1ccc2[nH]c(C)c(CC(=O)NCC(C)(C)CN(C)C)c2c1	3%	0%
CCOC(=O)c1[nH]c(C)c(C(=O)NCc2ccc(F)cc2)c1C	-18%	-14%
CCOc1ccc(NC(=O)CSc2nc3nc(C)c(Cc4ccccc4)c(C)n3n2)cc1	?	-15%
C/C(=N\NC(N)=S)c1ccc([N+](=O)[O-])cc1	-8%	-3%
O=C(Nc1cc(-c2nc3cc(Cl)ccc3o2)ccc1Cl)c1cc([N+](=O)[O-])ccc1N1CCOCC1	39%[activator]	3%
COc1ccc(CN2C(=O)N(c3ccc(F)cc3)C(=O)C2CC(=O)Nc2ccccc2)cc1 (stereo not drawn)	7%	-20%
Cc1nc(-c2ccccc2)sc1C(=O)N1CCCC(C(=O)O)C1 (stereo not drawn)	4%	0%
Cc1cccc(C)c1-n1ncc(C(=O)N2CCN(c3ncccn3)CC2)c1C1CCN(C(=O)OC(C)(C)C)CC1	-28%	-10%
CCOC(=O)C(N)Cc1ccccc1 (stereo not drawn)	4%	3%
COc1ccc(C2CC(=O)N(CC(=O)Nc3cccc(C)c3C)c3ccccc3S2)cc1OC (stereo not drawn)	-17%	1%
O=C(N[C@@H](Cc1ccccc1)C(=O)CCl)OCc1ccccc1	?	-7%
Cc1ccc(Cn2ccnc2SCC(=O)Nc2nnc(C)s2)cc1	3%	10%

By substructure, the compounds so far with a Cl atom
SMILES	AID inh	UDG counterscr
CN(C)C(CNC(=O)c1cc(=O)c2cc(Cl)ccc2o1)c1ccco1 (stereo not drawn)	-5%	-7%
COc1ccc2c(c1)sc1ncc(C(=O)NCc3cccc(Cl)c3)c(=O)n12	-14%	-11%
COc1ccc2nc(NC(=O)c3nc(S(=O)(=O)Cc4ccccc4F)ncc3Cl)sc2c1	3%	-1%
CS(=O)(=O)c1oc(-c2ccc(F)cc2)nc1S(=O)(=O)c1ccc(Cl)cc1	-4%	10%
CCC(Cn1nnc2ccccc2c1=O)NC(=O)Nc1cc(Cl)ccc1OC (stereo not drawn)	-23%	4%
Cn1nc(C(=O)OCCOc2ccc(Cl)cc2)c2ccccc2c1=O	-16%	0%
COc1ccc(NC(=O)c2ccc3c(c2)nnn3C2CCCC2)cc1Cl	4%	-5%
COc1ccc2c(c1)c1c(c(=O)n(-c3ccc(C)cc3)c(=O)n1CC(=O)c1ccc(Cl)cc1)n2C	4%	2%
O=S1(=O)CCN2C(c3ccccc3Cl)=CSC2=N1	-16%	?
O=C(NC1(C(F)(F)F)C(=O)Nc2c1c(=O)[nH]c(=O)n2CCc1ccccc1)c1ccc(Cl)cc1Cl (stereo not drawn)	13%	10%
O=C(Nc1ccccc1C(F)(F)F)n1ncc2cc(Cl)ccc21	2%	7%
COc1ccc(NC(=O)c2cc(C)nc3c2c(C)nn3-c2cccc(Cl)c2C)c(OC)c1	4%	0%
COc1ccc(N2C(=O)CCSC23C(=O)N(Cc2ccc(F)cc2)c2ccccc23)cc1Cl (stereo not drawn)	?	51%[activator]
COc1ccc(-c2cn3nc(N4CCC(C(=O)Nc5cc(Cl)ccc5OC)CC4)sc3n2)cc1	1%	-17%
Cc1cc(Cl)cc(C)c1OCC(=O)NCCc1nnc2ccccn12	-1%	-14%
O=S(=O)(c1ccc(Cl)cc1)c1nc(-c2cccc(Br)c2)oc1NCc1ccccc1	-1%[57.5 µM]	-3%[57.5 µM]
COc1ccc(NC(=O)CCS(=O)(=O)c2ccc3nc(C)sc3c2)cc1Cl	-3%	0%
O=C(COCc1cc(-c2ccc3c(c2)OCO3)on1)NCc1ccccc1Cl	-25%	0%
O=C(Nc1cc(-c2nc3cc(Cl)ccc3o2)ccc1Cl)c1cc([N+](=O)[O-])ccc1N1CCOCC1	39%[activator]	3%
O=C(N[C@@H](Cc1ccccc1)C(=O)CCl)OCc1ccccc1	?	-7%

High-throughput results (PubChem BioAssay)
